Bioassay records deposited in PubChem by several laboratories.
CDK5 inh = blocks human CDK5/p35 kinase activity; Q00535+Q15078; Recombinant CDK5/p35, ADP-Glo luminescence, 60 min; inhibition, % at 10 µM; actives 0.01% (n = 330,000);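 active = highest replicate inhibition of at least 50% and at least 75% of replicates reaching 50%; inconclusive = only one of the two criteria met; inactive = both criteria failed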;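 note: plate controls were DMSO neutral control for no effect and GW8510 at 10 µM for full effect; many of its hits are not listed in these tables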
PvdQ acylase = P. aeruginosa PvdQ acylase inhibition | purified PvdQ acylase, fluorescence plate reader | inhibition, % at 10 µM | actives 0.063% (n = 340,000) | AID 488965; in the data active = inhibition above about 30%, passing the limit was not always enough; inconclusive = no clear call, values can overlap the other calls;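 note: 0% = vehicle neutral wells and 100% = reference inhibitor wells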
MITF act = increases MITF-driven TRPM1 promoter luciferase signal | activation, % at 12.5 µM | SK-MEL-5 TRPM1-promoter luciferase, 24 h; % of positive control, neutral wells = 0 | actives 0.75% (n = 300,000);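 active = mean activation of at least 80% with every replicate also reaching 80%; inconclusive = mean reaches 80% but some replicate falls short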;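 note: 0% = neutral control wells and 100% = parthenolide positive control wells; values of inactives mirror those of a sister screen read the other way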
SR-BI DiI inh = blocks mouse SR-BI lipid uptake from DiI-HDL | Q61009 | ldlA[mSR-BI] CHO cells, DiI-HDL uptake fluorescence, 3 h | inhibition, % at 12.5 µM | actives 0.96% (n = 320,000);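 active = mean replicate inhibition of at least 70% and a set share of replicates each scoring 70 or more; inconclusive = meets just one of the two criteria; inactive = fails both criteria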;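 note: 0% = median of neutral control wells and 100% = median of positive control wells; values of inactives mirror those of a sister screen read the other way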
HTR5A ag ctr = counter-screen for OPRM1-OPRD1 agonists: human HTR5A agonism. P47898. activation, % at 9.3 µM. actives 0.61% (n = 340,000). HTR5A agonist assay, luminescence, cell-based; in the data active = activation mostly above about 9.5%, no sharp cut-off; inactive = mostly below about 7.6%;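 note: 0% = cells with vehicle only and 100% = reference agonist; strong numbers were not always called active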
Target sequence (P47898 whole entry, looked up): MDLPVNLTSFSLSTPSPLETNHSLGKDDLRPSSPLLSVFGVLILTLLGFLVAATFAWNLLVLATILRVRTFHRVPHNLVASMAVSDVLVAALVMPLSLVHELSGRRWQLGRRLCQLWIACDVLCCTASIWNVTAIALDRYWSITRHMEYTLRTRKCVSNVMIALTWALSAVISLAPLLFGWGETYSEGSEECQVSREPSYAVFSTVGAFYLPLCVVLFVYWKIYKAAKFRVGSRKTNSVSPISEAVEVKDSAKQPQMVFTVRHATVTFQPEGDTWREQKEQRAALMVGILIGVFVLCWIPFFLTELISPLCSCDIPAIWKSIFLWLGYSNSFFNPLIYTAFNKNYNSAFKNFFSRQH
Wnt bcat act = activates Wnt/beta-catenin signaling in a reporter cell assay; activator, plate reader; activation, % at 9.35 µM; actives 1.2% (n = 300,000); AID 743398; in the data active = activation above about 30%, passing the limit was not always enough; inconclusive = no clear call, values can overlap the other calls;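 note: 0% = neutral control wells and 100% = positive control wells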
Rtt109 HAT inh = inhibitors of Candida albicans Rtt109/Vps75 histone acetyltransferase; AID 540336; purified Rtt109/Vps75, ThioGlo CoA-SH fluorescence, 4 h; inhibition, % at 34.9 µM; actives 0.16% (n = 330,000); Q5AAJ8;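 active = inhibition of at least 50% in every replicate; inconclusive = best replicate reaches 50% inhibition but some replicates fall short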
SR-BI DiI-HDL act = SR-BI HDL lipid transfer activation; CHO ldlA[mSR-BI] cells, DiI-HDL uptake fluorescence, 3 h; 100 = double the neutral-control signal; AID 504775; actives 0.096% (n = 320,000); activation, % at 12.5 µM;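 active = mean replicate activation of at least 60% and every replicate at or above 60%; inconclusive = mean or all-replicate condition met, but not both; inactive = mean below 60% and not all replicates reaching 60%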;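 note: 0% = median plate neutral-control signal and 100% = twice that signal; values of inactives mirror those of a sister screen read the other way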
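Assay system: LDL receptor-deficient CHO ldlA cells overexpressing murine SR-BI / Medium: BSA-supplemented, HEPES-buffered Ham's F12, pH 7.4 / Probe or stimulus: DiI-labelled HDL at 10 µg/mL final / Timing: compound with DiI-HDL co-incubation, 3 h at 37 °C / Technique: bottom-read cell fluorescence after medium removal, ex 550/em 595 nm / Measure: HDL uptake via cellular fluorescence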
dFosB activator = mouse delta FosB homodimer activation | actives 0.99% (n = 340,000) | activation, % at 25 µM | P13346 | purified delta FosB, TAMRA-CDK5 oligo fluorescence polarization; percent of positive-control signal above neutral wells | AID 493131;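 active = mean activation above about 17%, with every replicate also reaching it, limit read from the data, passing the limit was not always enough; inconclusive = only one of the two conditions met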;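 note: fluorescence polarization rise as delta FosB binds a TAMRA Cdk5 AP-1 oligo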
Target sequence (P13346 whole entry, looked up): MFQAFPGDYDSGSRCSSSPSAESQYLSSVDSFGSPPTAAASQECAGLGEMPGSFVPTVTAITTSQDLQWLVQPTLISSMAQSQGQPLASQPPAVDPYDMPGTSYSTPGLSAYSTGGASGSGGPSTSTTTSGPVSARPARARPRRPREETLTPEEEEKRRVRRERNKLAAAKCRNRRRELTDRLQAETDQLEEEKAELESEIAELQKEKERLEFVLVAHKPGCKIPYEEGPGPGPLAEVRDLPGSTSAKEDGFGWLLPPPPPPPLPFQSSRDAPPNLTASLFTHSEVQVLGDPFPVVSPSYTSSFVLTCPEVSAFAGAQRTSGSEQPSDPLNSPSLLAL
RTF Ca sens act = increases calcium sensitivity of human cardiac regulated thin filaments; P19429+P45379; IANBD-labeled TnC RTF fluorescence at EC20 calcium; 0% EC20 calcium, 100% full calcium; activation, % at 7.2 µM; actives 0.24% (n = 340,000); AID 493008;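 active = activation above the mean over all tested compounds plus 3 SD, cut at about 30% in these data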;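 note: rise in fluorescence read as greater calcium sensitivity of cardiac thin filaments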
An asterisk follows results filed as active; u = inconclusive; x = not tested or not shown.

SMILES	CDK5 inh	PvdQ acylase	MITF act	SR-BI DiI inh	HTR5A ag ctr	Wnt bcat act	Rtt109 HAT inh	SR-BI DiI-HDL act	dFosB activator	RTF Ca sens act
COc1cc(OC)cc(C(=O)OCC(=O)Nc2ccc3[nH]c(=O)[nH]c3c2)c1	0.9	-14	2	3	-5	1	8	-3	11	12
O=C(Nc1ccccc1)C1CCCN(C(=O)c2ccc(F)cc2)C1 (configuration not stated)	-1.2	-3	0	-14	4	1	2	14	-5	-9
CC(C)CCN(C)C1CCN(C(=O)Nc2c(F)cccc2F)CC1	-0.1	-11	-4	-1	0	-3	8	1	2	-6
CCC(=O)N1CCc2cc(Br)cc(S(=O)(=O)N3CCCCCC3)c21	0.4	2	1	28	-2	-2	-3	-28	-9	-9
COc1ccc(S(=O)(=O)N2CCCCCC2)cc1NC(C)C(=O)Nc1ccc(NC(C)=O)cc1 (configuration not stated)	1.1	-11	x	-16	2	3	-14	16	-4	-1
CCOC(=O)N1CCN(c2cc(=O)n(C)c(=O)n2C)CC1	0.5	-9	x	-22	x	-2	0	22	0	x
CC1(C)CC2CC(C)(CN2C(=O)NC(=O)c2ccccc2)C1 (configuration not stated)	-0.2	-22	7	-9	0	-2	-2	9	0	1
COCCn1nnnc1C(c1cc2cc(C)ccc2[nH]c1=O)N1CCc2ccccc21 (configuration not stated)	-0.5	1	x	-13	-1	-2	x	13	-1	14
Oc1ccc(CCNc2ncnc3ccc(Cl)cc23)cc1	-0.6	-4	-28	10	2	-9	3	-10	-7	5
O=C(NC1CCCc2ccccc21)c1cccc(Br)c1 (configuration not stated)	-1.1	2	-9	4	1	-2	0	-4	-14	4

Single records, as listed above.
CC(C)CCN(C)C1CCN(C(=O)Nc2c(F)cccc2F)CC1 in the list: CDK5 inh = -0.1; PvdQ acylase = -11; MITF act = -4; SR-BI DiI inh = -1; HTR5A ag ctr = 0; Wnt bcat act = -3; Rtt109 HAT inh = 8; SR-BI DiI-HDL act = 1; dFosB activator = 2; RTF Ca sens act = -6
O=C(Nc1ccccc1)C1CCCN(C(=O)c2ccc(F)cc2)C1 (configuration not stated) in the list: CDK5 inh = -1.2; PvdQ acylase = -3; MITF act = 0; SR-BI DiI inh = -14; HTR5A ag ctr = 4; Wnt bcat act = 1; Rtt109 HAT inh = 2; SR-BI DiI-HDL act = 14; dFosB activator = -5; RTF Ca sens act = -9

Next part.
SMILES	CDK5 inh	PvdQ acylase	MITF act	SR-BI DiI inh	HTR5A ag ctr	Wnt bcat act	Rtt109 HAT inh	SR-BI DiI-HDL act	dFosB activator	RTF Ca sens act
COC(=O)c1ccc2c(=O)n(Cc3ccc(C(=O)NCCCN4CCC(C)CC4)cc3)c(=S)[nH]c2c1	0.3	3	1	49	5	3	7	-49	1	2
Cc1ccc(C2=NO[C@@](CC(=O)O)(C(=O)Nc3ccc4c(c3)OCCO4)C2)cc1	0.1	13	2	-3	-2	4	2	3	-5	4
COc1ccc(-n2ccnc(SCC(=O)NC3CCCC3)c2=O)cc1OC	0.1	3	-6	-6	3	-1	-6	6	-4	-4
COc1ccc(OCCCC(=O)Nc2cccc(SC)c2)cc1	-0.2	u	5	-15	-2	0	-6	15	-6	2
COc1ccc(OC)c(COC(=O)c2cc([N+](=O)[O-])ccc2N2CCOCC2)c1	-6.0	-9	-11	59	1	-6	-6	-59	-5	1
O=C(OCCN1CCN(c2ncc(C(F)(F)F)cc2Cl)CC1)c1ccc(F)cc1	0.2	-14	-10	0	-1	x	7	0	4	3
COc1cc(N(C(=O)Cc2cccs2)C(C(=O)NC2CCCCC2)c2ccc(C)cc2)ccc1-n1cnnn1 (configuration not stated)	-0.5	-11	-2	27	0	-2	-10	-27	-11	6
CC(=O)N1CCc2c(sc(NC(=O)Cc3ccc(F)cc3)c2C#N)C1	1.7	9	-1	-12	1	0	9	12	-2	-1
COc1ccccc1NC(=O)c1ccc(NC(=O)CSc2n[nH]c(N)n2)cc1	1.8	-22	-3	48	-1	0	16	-48	-2	3
Cc1cccc(NC(=O)NCCN2CCCCC2)c1	-0.3	-19	3	-19	-2	2	1	19	2	9
c1ccc(Nc2ncnc3sc4c(c23)CCC4)cc1	0.4	-2	12	26	-3	0	11	-26	-9	0
Cc1ccn(-c2ccc(NC(=O)c3cccs3)cc2)n1	2.7	-11	35	-9	5	u	-6	9	-2	-2
O=C(O)C1CCCN(S(=O)(=O)c2ccc3c(c2)OCCO3)C1 (configuration not stated)	1.2	-9	1	-8	-2	-1	2	8	1	-1
COc1ccc(NC(=O)C2CCCN(S(=O)(=O)c3cccc4nonc34)C2)cc1OC (configuration not stated)	3.1	-6	-5	55	-2	1	5	-55	-1	-4
COCCCNC(=O)c1cc2c(-c3cccc(OC)c3)nn(C)c2s1	2.1	-21	-10	36	4	0	-9	-36	-57	-4
COc1ccc(CCN(Cc2cc3cccc(C)c3[nH]c2=O)C(=O)NC2CCCCC2)cc1OC	0.1	-6	4	-16	3	-4	0	16	1	-3
Cc1csc2ncnc(N3CCN(C(=O)Nc4ccc(OC(F)(F)F)cc4)CC3)c12	-0.7	-2	x	46	2	-5	16	-46	-5	-5
COc1cc(-c2cc(C(=O)N3CCCCCC3)c3ccccc3n2)cc(OC)c1OC	-0.3	-15	-9	31	3	-1	-2	-31	-7	-5
O=C(CCS(=O)(=O)c1ccc(Cl)cc1)NC1CCCC1	-0.6	4	2	-11	-7	2	-7	11	0	0
O=C(c1cccc(F)c1)N1CCN(S(=O)(=O)c2ccc(C(F)(F)F)cc2)CC1	0.9	-5	-8	-11	-2	x	0	11	-12	-2

Among those listed so far, these have bromine:
SMILES	CDK5 inh	PvdQ acylase	MITF act	SR-BI DiI inh	HTR5A ag ctr	Wnt bcat act	Rtt109 HAT inh	SR-BI DiI-HDL act	dFosB activator	RTF Ca sens act
CCC(=O)N1CCc2cc(Br)cc(S(=O)(=O)N3CCCCCC3)c21	0.4	2	1	28	-2	-2	-3	-28	-9	-9
O=C(NC1CCCc2ccccc21)c1cccc(Br)c1 (configuration not stated)	-1.1	2	-9	4	1	-2	0	-4	-14	4

Next entries follow.
SMILES	CDK5 inh	PvdQ acylase	MITF act	SR-BI DiI inh	HTR5A ag ctr	Wnt bcat act	Rtt109 HAT inh	SR-BI DiI-HDL act	dFosB activator	RTF Ca sens act
CCOC(=O)C1(CCCc2ccccc2)CCN(Cc2cnn(C)c2)CC1	-0.5	-13	-6	-15	-3	-2	-8	15	-5	-4
O=C(c1ccccc1)c1ccc(OC(=O)N2CCCC2)cc1	0.6	-14	42	-8	-5	18	-7	8	-3	1
CC(C)NS(=O)(=O)c1ccc(OCC(=O)N(C)Cc2ccccc2)cc1	0.9	0	14	15	1	x	-3	-15	0	-4
COc1ccc(N2CCN(C(=O)CNC(=O)c3ccc(C(C)(C)C)cc3)CC2)cc1	-0.1	7	-4	43	8	x	15	-43	-5	-2
O=C1C(Cc2ccccc2)Nc2ncnc(N3CCN(c4ccccc4)CC3)c2N1Cc1ccccc1 (configuration not stated)	0.4	9	10	-26	0	0	-1	26	13	4
O=C(COC(=O)COc1ccccc1[N+](=O)[O-])NC1CCCCC1	-0.5	-7	-7	3	6	-1	-2	-3	5	0
CCCCN(C(=O)c1ccc(S(=O)(=O)N2CCOCC2)cc1)C1CCS(=O)(=O)C1 (configuration not stated)	0.5	-13	10	-52	1	-1	-3	52	-6	-2
COc1ccc(C2=NOC(Cn3nc(-c4ccccc4)cc3C(=O)NCc3cccc(Br)c3)C2)cc1 (configuration not stated)	-0.5	-9	2	24	13	-2	-6	-24	-5	-2
Cn1nc(CC#N)c2c(=N)n(N)cnc21	-1.2	-9	4	-18	-3	-4	-5	18	-1	-4
COCCN1CCN(Cc2cn(C)nc2-c2cccc(Cl)c2)CC1	0.7	-10	-1	-24	1	0	-2	24	3	7
CSc1ccc(Cc2ccc(Cl)cc2Cl)nn1	-0.1	-2	x	10	4	17	0	-10	1	2
O=C(Cn1c2[n+](c3ccc(C(F)(F)F)cc31)CCCCC2)Nc1c(F)cccc1F	-1.5	-9	-2	-19	x	3	1	19	-13	1
C[C@@H](C(=O)NCc1ccc(S(C)(=O)=O)cc1)[C@@H]1C[C@@]1(C)[C@@H](NC(=O)OCc1ccccc1)c1ccccc1	-0.4	-12	-5	-26	2	-2	1	26	-8	5
CN1/C(=C\C(=O)c2cccs2)Sc2ccccc21	0.8	-3	-3	32	-8	-5	-11	-32	-4	-1
O=C(O)/C=C/c1cn(-c2ccccc2)nc1-c1ccc(-c2ccc([N+](=O)[O-])cc2)o1	-0.2	0	-1	-18	5	3	5	18	-11	3
Cn1nccc1NC(=O)Nc1cccc([N+](=O)[O-])c1	-2.4	-8	1	4	-1	-3	-7	-4	-7	2

3 entries out of the list, arranged by count of non-hydrogen atoms, low to high.
SMILES	CDK5 inh	PvdQ acylase	MITF act	SR-BI DiI inh	HTR5A ag ctr	Wnt bcat act	Rtt109 HAT inh	SR-BI DiI-HDL act	dFosB activator	RTF Ca sens act
O=C(NC1CCCc2ccccc21)c1cccc(Br)c1 (configuration not stated)	-1.1	2	-9	4	1	-2	0	-4	-14	4
O=C(Nc1ccccc1)C1CCCN(C(=O)c2ccc(F)cc2)C1 (configuration not stated)	-1.2	-3	0	-14	4	1	2	14	-5	-9
COc1ccc(S(=O)(=O)N2CCCCCC2)cc1NC(C)C(=O)Nc1ccc(NC(C)=O)cc1 (configuration not stated)	1.1	-11	x	-16	2	3	-14	16	-4	-1

Compounds as they come (roughly 4.4% active in at least one column).
